From PubChem BioAssay
PME-1 primary – PME-1 inhibitors via competitive probe labeling, primary screen, biochemical, fluorescence polarization, FP-Rh probe, HTS | Protein phosphatase methylesterase 1 (Homo sapiens), Q9Y570 | recombinant PME-1 | hit rate 0.53% among 320,000 | inhibition, % at 5.9 µM;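 active = inhibition above the campaign mean of all compounds plus 3 SD, cut at about 26% in these data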;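 note: competitive labeling of PME-1 active site by serine hydrolase directed probe; 0% = PME-1 with DMSO and 100% = wells lacking PME-1 enzyme; inhibitors block probe labeling so polarization falls and inhibition rises; many of its hits are not listed in these tables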
GLD-1 RNA inh – GLD-1/TGE RNA complex disruptors, primary screen, biochemical, fluorescence polarization. Female germline-specific tumor suppressor gld-1 (Caenorhabditis elegans), Q17339. purified GLD-1 + fluorescein TGE RNA. inhibition, % at 5.96 µM. hit rate 0.44% among 320,000. AID 2280, 2010;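 active = percent inhibition above a per-plate cutoff, the plate mean of test compounds plus 3 SD, cut at about 30% in these data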;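 note: 0% = DMSO wells with GLD-1 and probe and 100% = wells lacking GLD-1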
MEX-5 binding – MEX-5 zinc finger RNA-binding disruptors – biochemical, C. elegans, fluorescence polarization, MLPCN library, primary screen; MEX-5/FITC-TCR2 RNA binding; active compounds read low; activity score (negative = inhibition of binding), % at 10 µM; hit rate 0.38% among 300,000; AID 1832, 2009;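 active = inhibition past about -25% in most replicates, and total fluorescence under double the plate's negative control median, limit read from the data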;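 note: 0% = DMSO and -100% = 5 µM competing unlabeled TCR2 RNA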
Target sequence (Q9XUB2 whole entry, looked up): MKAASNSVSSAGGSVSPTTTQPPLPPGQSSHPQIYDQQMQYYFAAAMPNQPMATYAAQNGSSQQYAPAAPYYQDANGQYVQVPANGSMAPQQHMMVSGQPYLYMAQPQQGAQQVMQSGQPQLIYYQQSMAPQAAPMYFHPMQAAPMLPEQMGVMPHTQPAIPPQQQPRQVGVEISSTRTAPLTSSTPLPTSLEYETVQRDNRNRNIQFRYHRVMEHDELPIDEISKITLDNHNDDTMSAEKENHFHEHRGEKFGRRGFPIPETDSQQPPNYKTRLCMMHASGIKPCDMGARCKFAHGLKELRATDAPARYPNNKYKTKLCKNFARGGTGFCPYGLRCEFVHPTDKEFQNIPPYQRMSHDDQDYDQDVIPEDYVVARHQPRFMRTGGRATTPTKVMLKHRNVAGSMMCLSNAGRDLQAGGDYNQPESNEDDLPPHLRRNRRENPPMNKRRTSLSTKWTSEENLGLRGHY
MCL1 BIM primary – inhibitors of MCL1 binding to BIM-BH3, primary screen, biochemical, fluorescence polarization; Induced myeloid leukemia cell differentiation protein Mcl-1 (Homo sapiens), Q07820; GST-MCL1 / FITC-Bim-BH3 fluorescence polarization; inhibition, % at 10.9 µM; hit rate 0.68% among 320,000; AID 2057, 2009;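 active = inhibition above the mean inhibition of all tested compounds plus 3 SD, set per campaign, cut at about 40% in these data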;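 note: 0% = DMSO wells and 100% = unlabeled Bim-BH3 peptide control; higher means more loss of mP so more displacement of Bim peptide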
Target sequence (Q07820 whole entry, looked up): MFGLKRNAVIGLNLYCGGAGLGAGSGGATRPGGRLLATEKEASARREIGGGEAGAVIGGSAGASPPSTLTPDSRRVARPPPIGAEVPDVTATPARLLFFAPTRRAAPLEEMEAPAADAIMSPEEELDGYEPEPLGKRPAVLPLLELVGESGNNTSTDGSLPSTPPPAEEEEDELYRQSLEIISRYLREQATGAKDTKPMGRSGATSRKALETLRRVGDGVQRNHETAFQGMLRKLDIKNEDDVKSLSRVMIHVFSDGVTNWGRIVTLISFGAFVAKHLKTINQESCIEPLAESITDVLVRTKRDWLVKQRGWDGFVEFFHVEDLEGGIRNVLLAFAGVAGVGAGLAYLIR
PAD4 FP inh – human PAD4 inhibitors, primary screen, biochemical, fluorescence polarization, 1536-well format; Protein-arginine deiminase type-4 (Homo sapiens), Q9UM07; recombinant PAD4, RCA probe fluorescence polarization; inhibition, % at 6.36 µM; hit rate 0.41% among 330,000; AID 485272, 2010;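 active = percent inhibition above a cutoff equal to the mean of all tested compounds plus 3 SD, cut at about 15% in these data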;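 note: 0% = PAD4 with RCA probe and DMSO and 100% = probe without PAD4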
GSTO1 inh – inhibitors of recombinant GSTO1, primary screen, counter-screen for RBBP9 inhibitor project, biochemical, fluorescence polarization; hit rate 1.1% among 300,000; AID 1974, 2009; inhibition, % at 5.96 µM; activity-based probe fluorescence polarization; Glutathione S-transferase omega-1 (Homo sapiens), P78417;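 active = inhibition above the campaign mean inhibition plus 3 SD, cut at about 35% in these data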;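 note: 0% = GSTO1-1 with DMSO and 100% = wells lacking GSTO1-1 enzyme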
Target sequence (P78417 whole entry, looked up): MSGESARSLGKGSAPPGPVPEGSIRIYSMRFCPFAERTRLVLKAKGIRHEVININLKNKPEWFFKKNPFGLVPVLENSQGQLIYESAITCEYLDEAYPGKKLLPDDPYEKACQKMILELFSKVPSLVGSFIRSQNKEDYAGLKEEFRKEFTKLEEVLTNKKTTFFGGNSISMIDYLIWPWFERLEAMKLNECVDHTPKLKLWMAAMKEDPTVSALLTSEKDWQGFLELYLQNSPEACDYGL
TPT1 inh – Candida albicans TPT1 enzyme inhibitors, primary screen, biochemical, fluorescence polarization | hit rate 0.81% among 300,000 | AID 1962, 2009 | tRNA 2'-phosphotransferase TPT1 (Candida albicans SC5314) | recombinant caTPT1, FP RNA substrate dephosphorylation | inhibition, % at 5 µM;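 active = inhibition above the mean of all tested compounds plus 3 SD, set per screening campaign, cut at about 24% in these data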;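 note: plate controls were DMSO alone for no effect and ferristatin control at 100 nM for full effect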
Fam108B counter – mouse Fam108B serine hydrolase inhibitors, primary screen, counter-screen for RBBP9 inhibitor project, biochemical, fluorescence polarization | recombinant Fam108B, FP-Rh probe fluorescence polarization | inhibition, % at 9.51 µM | hit rate 0.33% among 300,000 | AID 1947, 2009;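 active = inhibition above the screen mean inhibition plus 3 SD, computed separately per campaign, cut at about 18% in these data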;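 note: inhibitors lower polarization as less probe binds the enzyme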
Bcl-xL primary – inhibitors of human Bcl-xL, primary screen, biochemical, fluorescence polarization, HTS. hit rate 0.7% among 320,000. Bcl-2-like protein 1 (Homo sapiens), Q07817. AID 2129, 2009. inhibition, % at 10.9 µM. GST-Bcl-xL / FITC-Bim BH3 peptide fluorescence polarization;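 active = inhibition above the mean of all tested compounds plus 3 SD, cutoff set per campaign, cut at about 30% in these data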;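 note: 0% = DMSO wells and 100% = unlabeled Bim-BH3 peptide competitor; inhibitors lower millipolarization by displacing the labeled peptide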
Numbers without * were called inactive; nt = no result given.

SMILES	PME-1 primary	GLD-1 RNA inh	MEX-5 binding	MCL1 BIM primary	PAD4 FP inh	GSTO1 inh	TPT1 inh	Fam108B counter	Bcl-xL primary
Cc1cc(C)nc(NC(=O)CSc2nn(-c3ccccc3)c(=S)s2)n1	5	0	1.8	7	4	13	0	4	6
O=C(COC(=O)c1ccc(Br)cc1)NCc1ccccc1	2	41*	1.6	8	1	2	-1	2	6
COc1ccc(NC(=O)COc2coc(CN3CCCc4ccccc43)cc2=O)cc1	1	-2	0.7	8	3	17	-1	2	6
Cc1cc(C)n2nc(SCC(=O)Nc3ccccc3)nc2n1	-3	8	-1.3	0	-2	3	2	0	1
O=c1cc(-c2ccccc2)nc2nc[nH]n12	6	0	1.7	-5	-5	-4	3	-3	-4
CCc1nnc(NC(=O)c2cc(OC)c(OC)cc2[N+](=O)[O-])s1	-8	8	-2.4	0	0	20	-2	-3	4
O=C(O)CC12CC3CC(C1)CC(n1ncc(NCc4ccc5c(c4)OCO5)c(Cl)c1=O)(C3)C2	-1	20	-9.0	17	8	4	-11	12	25
O=C(Cn1cnc2c(nnn2Cc2ccc(Cl)cc2)c1=O)N1CCN(c2ccccc2)CC1	3	-1	nt	3	-3	0	0	4	0
O=C(NCCC1=CCCCC1)C1CCCN(S(=O)(=O)c2cnc[nH]2)C1 (configuration not stated)	-5	3	0.9	10	-3	10	-5	1	5
CCC(C)Oc1ccccc1C1CC(=O)NC2=C1C(=O)CCC2 (configuration not stated)	3	3	-0.1	-4	1	2	-4	-1	-2
CCOC(=O)C1CCCN(CC(=O)Nc2c(C(=O)OC)[nH]c3ccc(C)cc23)C1 (configuration not stated)	-3	6	-2.4	1	0	5	-1	7	2
COc1ccc(CNc2ccc(C)cc2)cc1Br	4	1	2.5	-5	-3	-3	2	1	-2
COC(=O)C(Cc1ccc(OC(=O)c2ccc(C(F)(F)F)cc2)cc1)N1Cc2ccccc2C1=O (configuration not stated)	-6	-1	1.1	5	4	2	-3	1	1
Cc1c(NS(=O)(=O)c2cccc([N+](=O)[O-])c2)c(=O)n(-c2ccccc2)n1C	3	-2	3.1	4	-3	5	-2	2	4
N=c1c2c(ncn1CCCO)Oc1cc(O)ccc1C2c1ccccc1 (configuration not stated)	3	10	2.3	3	-1	-9	2	-1	3

The last 2 entries of the section above come first, to join the parts.
SMILES	PME-1 primary	GLD-1 RNA inh	MEX-5 binding	MCL1 BIM primary	PAD4 FP inh	GSTO1 inh	TPT1 inh	Fam108B counter	Bcl-xL primary
Cc1c(NS(=O)(=O)c2cccc([N+](=O)[O-])c2)c(=O)n(-c2ccccc2)n1C	3	-2	3.1	4	-3	5	-2	2	4
N=c1c2c(ncn1CCCO)Oc1cc(O)ccc1C2c1ccccc1 (configuration not stated)	3	10	2.3	3	-1	-9	2	-1	3
COc1ccccc1CNC(=O)c1cc(-c2ccccc2)n(Cc2cc(C)no2)n1	-2	-7	nt	10	5	4	-3	4	8
COc1ccc(C(=O)c2c(C(F)(F)F)oc3c2C(=O)c2ccccc2C3=O)cc1	12	5	-3.5	1	30*	63*	0	7	8
COc1cc(/C=C2/C(=O)NN(c3cccc(F)c3)C2=O)ccc1OC(=O)c1ccco1	1	-2	1.2	29	1	-8	-3	5	14
COc1cc(C2C3=C(CC(C)(C)CC3=O)Nc3c2c(=O)[nH]c(=O)n3Cc2ccccc2)ccc1O (configuration not stated)	6	-1	2.0	5	2	7	1	1	4
COc1ccc(NS(=O)(=O)c2c(C(=O)N3CCCCCC3)c(C)n(C)c2C)cc1OC	-1	-2	1.4	2	4	5	-1	7	6
Cc1cc(Cl)cc2c1NC(=O)[C@]21[C@@H]2C(=O)N(Cc3ccccc3)C(=O)[C@@H]2[C@@H]2CCCN21	-7	1	-2.4	-4	-5	-10	5	5	3
O=C(CCCCCN1C(=O)c2ccccc2C1=O)NCc1ccco1	0	-5	0.9	-3	-3	5	2	2	-1
CCCCOc1ccc(N2C(=O)CC(N(CCc3ccccc3)C(=O)/C=C/C(=O)O)C2=O)cc1 (configuration not stated)	-11	2	-0.1	10	-8	-2	4	-3	9
COc1ccc(N(CC(=O)N2CC=C(c3ccccc3)CC2)S(=O)(=O)c2c(C)noc2C)cc1	1	-2	nt	-4	-3	-1	-1	0	-3
CN(Cc1cc(=O)n2ccsc2n1)C1CCCCC1	-3	-3	1.4	6	-4	-3	0	0	2
CC1=CC(C)C2(CO)COC(c3cccnc3)C1C2C (configuration not stated)	-5	-3	-1.1	-2	3	-1	6	-1	1
CCN1CCCC1CNC(=O)Cn1cccc1C(=O)c1ccccc1 (configuration not stated)	-6	3	-0.9	-1	2	0	3	-2	1
CC(O)c1nc2ccccc2n1CCCCOc1ccccc1 (configuration not stated)	6	5	-0.3	0	1	8	-3	11	7
COC(=O)c1ccc(C(=O)N(C)C2CCCN(Cc3ccccc3F)C2)nc1 (configuration not stated)	4	-11	-4.0	8	6	5	-2	7	-1
Cc1ccc(-c2nc(CNC(=O)c3cc(C)on3)cs2)cc1	3	0	2.0	-2	-2	-3	1	-7	7
NC(=O)c1ccc(CN2CCc3ccccc3C2)cc1	6	1	-2.4	0	-3	4	-2	3	6
CCOC(=O)c1[nH]c2cc(OC)c(OC)cc2c1NC(=O)CN1CCN(c2ccc(OC)cc2)C(C)C1 (configuration not stated)	8	7	3.1	-3	2	5	-3	2	3
O=[N+]([O-])c1ccc(S(=O)(=O)Nc2ccc(-c3csc(-c4ccccc4)n3)cc2)cc1	4	7	0.6	1	-4	-18	-2	25*	6
COc1ccccc1-n1ccnc(SCC(=O)NCc2ccccc2)c1=O	-2	-4	0.2	0	4	3	0	0	-1
CN(C)CCc1cc2c(c3c1ccc1ccccc13)OCO2	4	-3	-1.5	5	-4	6	-2	5	2
CCc1ccccc1NS(=O)(=O)c1ccc2[nH]cc(C(=O)NCC3CCCO3)c(=O)c2c1 (configuration not stated)	-2	-1	0.0	7	-2	-14	1	-3	8
CCCSc1nnc(CSc2ncccn2)n1C	3	2	-0.4	3	-1	3	-2	-4	-6
COc1ccc(N2CC(C(=O)NCCCN3CCOCC3)CC2=O)cc1 (configuration not stated)	1	-3	-0.9	1	2	-10	-3	-1	5
COc1ccc(Br)cc1CNC(=O)C1CCN(S(=O)(=O)N2CCC(C)CC2)CC1	-5	-5	1.5	-9	-2	7	0	-2	2
Cc1nc(Nc2cccc(O)c2)c2c3c(sc2n1)CCC3	1	-3	-2.0	-2	-7	-9	-2	1	5
Cc1ccc(NC(=O)/C=N/OCC(=O)NCc2ccccc2Cl)cc1	7	-2	1.8	-10	-1	2	2	1	0
Cn1nc(C(=O)NCCc2ccc(Cl)cc2)c2c1-c1ccccc1S(=O)(=O)C2	1	-4	1.0	-1	-6	8	0	2	5
CC(C)N1CCN(CC#Cc2ccccc2)CC1CCO (configuration not stated)	1	-4	-1.1	-4	2	7	1	-3	4
CN(C)c1nc(=S)nc(NCc2ccccc2)[nH]1	-4	8	-0.6	5	1	12	2	-8	5
O=S1(=O)CCOC[C@H](Cc2ccccc2)N1Cc1ccccc1	0	0	1.6	3	2	2	1	1	6

An excerpt from above with just PME-1 primary and TPT1 inh.
SMILES | PME-1 primary | TPT1 inh
CN(C)CCc1cc2c(c3c1ccc1ccccc13)OCO2 | 4 | -2
CCOC(=O)c1[nH]c2cc(OC)c(OC)cc2c1NC(=O)CN1CCN(c2ccc(OC)cc2)C(C)C1 (configuration not stated) | 8 | -3
COc1ccccc1-n1ccnc(SCC(=O)NCc2ccccc2)c1=O | -2 | 0
O=S1(=O)CCOC[C@H](Cc2ccccc2)N1Cc1ccccc1 | 0 | 1

(continued)
SMILES	PME-1 primary	GLD-1 RNA inh	MEX-5 binding	MCL1 BIM primary	PAD4 FP inh	GSTO1 inh	TPT1 inh	Fam108B counter	Bcl-xL primary
Cc1ccc(NC(=O)c2sccc2C)nc1	-6	1	-2.1	6	-3	9	0	-1	6
O=C(Nc1cccc(-c2nnc(-c3ccco3)o2)c1)C(c1ccccc1)c1ccccc1	-74	-3	-1.1	0	-8	-41	-2	-48	0
COc1ccc(/C=C/C(=O)OCC(=O)N2CCCCCC2)c(OC)c1	-3	-1	nt	-1	0	nt	nt	nt	-3
Cc1cccc(C)c1NC(=S)N(CCN1CCCCCC1)Cc1ccco1	4	1	4.3	2	0	12	-1	0	6
CCN(CC)c1ccc(/C=N/N2CCN(Cc3ccc(C)cc3)CC2)c(O)c1	-4	-2	0.3	-5	-1	3	-1	4	4
COc1cc(-c2nc(-c3ccccc3)c(-c3cc([N+](=O)[O-])ccc3C)[nH]2)cc(OC)c1OC	4	11	2.9	1	4	-1	0	10	4
CCOC(=O)c1sc2nc(SCC#N)n(CC3CCCO3)c(=O)c2c1C (configuration not stated)	2	5	1.4	4	-3	1	-3	-3	2
CC(=O)NCCCOc1ccc([N+](=O)[O-])cc1Cl	-6	-8	-2.8	2	1	-7	0	-1	0
O=C(NCCN1CCOCC1)c1cc(-c2cccs2)on1	-1	-1	nt	4	-1	6	1	13	6
COC(=O)CSc1ccsc1C(=O)O	2	-2	-4.4	5	-2	4	-1	-3	5
COC(=O)c1cccc(NC(=O)Nc2ccccc2OC)c1	-6	2	-0.1	1	-3	5	-1	0	2
CNC(=O)c1[nH]cnc1C(=O)NCC(=O)OC(C)(C)C	7	2	2.0	3	2	-1	0	-1	4
COC(=O)CNC(c1ccccc1)c1cc(C)ccc1NC(=O)CNC(=O)OCc1ccccc1 (configuration not stated)	0	6	-1.1	-1	1	1	-1	-2	10

Some of the entries above, reformatted:
Each structure is followed by: PME-1 primary, GLD-1 RNA inh, MEX-5 binding, MCL1 BIM primary, PAD4 FP inh, GSTO1 inh, TPT1 inh, Fam108B counter, Bcl-xL primary
> COc1cc(C2C3=C(CC(C)(C)CC3=O)Nc3c2c(=O)[nH]c(=O)n3Cc2ccccc2)ccc1O (configuration not stated)
  6, -1, 2.0, 5, 2, 7, 1, 1, 4
> COc1ccccc1CNC(=O)c1cc(-c2ccccc2)n(Cc2cc(C)no2)n1
  -2, -7, nt, 10, 5, 4, -3, 4, 8
> Cc1cc(C)nc(NC(=O)CSc2nn(-c3ccccc3)c(=S)s2)n1
  5, 0, 1.8, 7, 4, 13, 0, 4, 6

An excerpt; count on the stated rates, not on these rows.
